PAX8 reporter: PAX8 transcriptional activity inhibition | RMG-I TPO-luciferase reporter, SteadyGlo, 24 h | inhibition, % at 12.6 µM | 360,000 compounds, 1.2% hits | AID 652154;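 active means mean replicate inhibition at least 60% with every replicate also reaching 60%; inconclusive means only one of the two criteria is met; inactive means mean below 60% and not all replicates reaching 60%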;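 further: luciferase light reporting Pax8 driven TPO promoter activity; plate controls were median of neutral control wells for no effect and mitoxantrone controls for full effect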
ARNT-TACC3 inh: disruptors of human ARNT/TACC3 interaction | AlphaScreen His-ARNT PAS-B/GST-TACC3 binding, luminescence; TACC3 fragment carries E629A point mutation | inhibition, % at 9.99 µM | 390,000 compounds, 0.66% hits;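 active means mean inhibition of replicates at least 50% and at least half of replicates each reaching 50%; inconclusive means half or more replicates reach 50% but mean below 50%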;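 further: 0% = complete ARNT plus TACC3 wells and 100% = ARNT alone without TACC3; many hits fall short of the cut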
SIRT5 block: inhibitors of human sirtuin-5 desuccinylase; Purified SirT5, succinyl-peptide AMC, trypsin-coupled fluorescence; inhibition, % at 15 µM; 330,000 compounds, 1.1% hits; AID 652115; in the data active means inhibition above about 15%; inconclusive means no clear call, values can overlap the other calls
Target sequence (Q9NXA8 whole entry, looked up): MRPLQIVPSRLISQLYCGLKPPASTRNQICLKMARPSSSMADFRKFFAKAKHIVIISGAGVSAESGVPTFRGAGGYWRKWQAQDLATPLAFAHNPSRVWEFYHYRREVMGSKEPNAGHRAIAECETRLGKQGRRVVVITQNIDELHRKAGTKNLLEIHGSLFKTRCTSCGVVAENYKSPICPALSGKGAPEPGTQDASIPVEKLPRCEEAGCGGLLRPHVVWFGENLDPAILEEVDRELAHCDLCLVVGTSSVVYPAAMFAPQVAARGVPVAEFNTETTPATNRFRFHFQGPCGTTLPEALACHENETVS
CASP6 VEID inh: blocks human caspase-6 cleavage activity; purified caspase-6, Z-VEID-R110 cleavage fluorescence; inhibition, % at 12.5 µM; AID 686996; 350,000 compounds, 0.53% hits;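 active means mean inhibition across replicates at least about 35%, with every replicate also reaching that limit, limit read from the data; inconclusive means only one of the two criteria met; inactive means neither criterion met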;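 further: 0% = median of neutral control wells and 100% = no fluorescence left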
Target sequence (P55212 24-179 limits assumed): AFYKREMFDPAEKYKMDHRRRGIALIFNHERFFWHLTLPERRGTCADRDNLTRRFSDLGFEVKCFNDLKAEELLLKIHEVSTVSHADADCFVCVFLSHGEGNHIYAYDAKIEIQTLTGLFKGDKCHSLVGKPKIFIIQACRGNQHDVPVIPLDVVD
Target sequence (P55212 194-293 limits assumed): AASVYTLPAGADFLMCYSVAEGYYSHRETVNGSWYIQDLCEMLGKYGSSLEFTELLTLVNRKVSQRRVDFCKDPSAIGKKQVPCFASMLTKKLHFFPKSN
DENV2 CPE rescue: protects cells from dengue virus 2 cytopathic effect. DENV2-infected cells, cytopathic effect rescue, plate reader. CPE inhibition, % at 9.99 µM. 350,000 compounds, 1.7% hits; in the data active means CPE inhibition above about 20%, passing the limit was not always enough; inconclusive means no clear call, values can overlap the other calls; tested in BHK-21 cells;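 further: 0% = median of neutral control wells and 100% = median of positive control wells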
EWS-Fli inh: inhibitors of EWS/Fli oncoprotein transcriptional activity; A673 NR0B1-luciferase reporter, viability-normalised; inhibition, % at 12.6 µM; AID 651661; 350,000 compounds, 0.67% hits;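 active means mean inhibition of at least 50% after viability correction, with every replicate also passing that limit; inconclusive means mean reaches 50% but only one of two replicates passes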;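 further: firefly luciferase signal divided by Alamar Blue viability fluorescence both relative to DMSO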
LGR2 antag: inhibitors of bursicon-induced Drosophila LGR2 receptor cAMP signaling | HEK293 LGR2, CRE-luciferase, bursicon-stimulated, 4 h | 380,000 compounds, 0.35% hits | inhibition, % at 9.99 µM;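 active means drop in luminescence signal, shown as inhibition above about 50% in the replicate tests, limit read from the data, passing the limit was not always enough; inconclusive means probably only some replicates passing the limit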;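 further: agonist challenge used bursicon conditioned medium at about half maximal strength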
Active calls of the source: *; ? = inconclusive; nt = not tested or not shown.

SMILES	PAX8 reporter	ARNT-TACC3 inh	SIRT5 block	CASP6 VEID inh	DENV2 CPE rescue	EWS-Fli inh	LGR2 antag
COc1ccc(-c2nnc(C(C)Nc3cccc(C(=O)NC4CC4)c3)o2)cc1 (configuration not stated)	-12	-2	0	3	12	-20	-4
Cc1c(C(C)(C)C)s/c(=N/S(=O)(=O)c2ccccc2)n1C	15	-6	1	2	-6	-6	nt
Cc1cc(F)ccc1-c1cc(C(=O)NCc2cccs2)[nH]n1	-57	nt	nt	-4	2	-66	-5
CCCS(=O)(=O)NC(=O)C1(C)CCCN(C(=O)c2c(-c3ccccc3)noc2C)C1 (configuration not stated)	3	nt	nt	-3	-9	4	22
COc1ccc(Cl)cc1N/C(N)=N/c1nc(C)cc(C)n1	27	1	0	3	1	8	nt
COC(=O)c1sccc1NC(=O)Nc1cccc(OC)c1	nt	9	-4	0	5	-9	-29
COc1cc(CNc2ncnc3c2ncn3[C@H]2CN(Cc3cccc4ccccc34)C[C@@H](CO)O2)cc(OC)c1OC	29	nt	1	3	6	4	-15
C[C@H](O)C#Cc1cnc2c(c1)C(=O)N([C@H](C)CO)C[C@@H](C)[C@H](CN(C)CC1CCOCC1)O2	-31	-1	-5	-5	9	-5	1
Cc1ccccc1OCC(=O)OCC(=O)NCc1ccco1	1	-3	-3	0	?	1	-3
COCCc1nc2ccc(C(=O)NCc3cccc(-n4cccn4)c3)cc2o1	0	-16	-1	0	1	nt	4
COCCCNC(=S)NNC(=O)c1ccccn1	2	67*	-1	-1	nt	4	17
CCC(c1nnnn1C1CCCCC1)N1CCN(C(=O)c2ccco2)CC1 (configuration not stated)	-125	-14	-2	-1	-1	1	1
CNC(=O)CCN(Cc1ccco1)S(=O)(=O)c1ccc(OC)c(OC)c1	-9	10	0	-1	-4	-11	-3
COc1ccc(S(=O)(=O)NC(=O)C2(C)CCN2C(=O)Cc2cccc3ccccc23)cc1 (configuration not stated)	2	nt	-6	3	2	-11	13
O=C(C1CCOCC1)N1CC(=O)N2[C@H](C1)[C@@H](c1ccc(-c3ccccc3F)cc1)[C@@H]2CO	nt	nt	-4	0	23*	nt	-6
COc1ccc(NC(=O)Nc2ccc3c(c2)C(=O)N([C@@H](C)CO)C[C@H](C)[C@H](CN(C)C(=O)Nc2ccc(F)cc2)O3)cc1	-10	5	0	-1	-4	-3	-14
CCN1C[C@@H]2[C@@H]3C(=O)N(C)C(=O)[C@@H]3[C@](CC)(C1=O)N2C(=O)c1ccc(Cl)cc1	0	nt	-4	2	13	1	3
CN(C)c1cccc(CNC(=O)c2csc([C@@H]3O[C@H](CO)[C@H](O)[C@H](O)[C@H]3O)n2)c1	-6	nt	nt	-2	4	0	-7
CC(C)c1nnc(NC(=O)CCC(=O)N2CCN(Cc3ccccc3)CC2)s1	nt	2	-3	0	nt	nt	nt
Cc1ccc(S(=O)(=O)n2ccc(=O)[nH]2)cc1	-20	-1	-5	-5	-22	3	3
Cc1ccc([N+](=O)[O-])cc1NC(=O)C(Sc1ccccc1)c1ccccc1 (configuration not stated)	15	-6	nt	nt	nt	nt	18
CCC1CCCCN1CCCNC(=O)Cn1nc(-c2ccccc2)ccc1=O (configuration not stated)	nt	11	-2	-11	9	13	-8
C[C@@H]1CCCCO[C@H](CN(C)C(=O)C2CCCCC2)[C@H](C)CN([C@H](C)CO)C(=O)c2cc(NC(=O)NC3CCCCC3)ccc2O1	13	nt	3	0	-5	-4	-1
CCCNC(=O)CSc1nc2ccc(OCC)cc2s1	-4	-2	-3	3	4	-10	10
COc1ccc(S(=O)(=O)N2CCOCC2)cc1NC(=O)CC(C)c1ccccc1 (configuration not stated)	-1	1	-2	1	2	11	0
SMILES	PAX8 reporter	ARNT-TACC3 inh	SIRT5 block	CASP6 VEID inh	DENV2 CPE rescue	EWS-Fli inh	LGR2 antag
Cc1nn(C)c(C(=O)N/N=C/c2ccc(Br)cc2)c1Cl	8	-26	-3	-2	-11	11	-1
COCCn1c(=NC(=O)CN2C(=O)CCC2=O)sc2cc(S(N)(=O)=O)ccc21	2	-41	nt	nt	nt	nt	-6
COc1cc(C(F)(F)F)c(C(=O)N(C)Cc2cc(Cl)cc(Cl)c2)cn1	6	-4	-6	-1	1	11	nt
CCCN1C(=O)S/C(=C\c2ccc(N3CCOCC3)o2)C1=O	6	0	-6	nt	-2	15	-38
COc1ccc([C@H]2CC(=O)C=C(c3ccc(C)cc3)C2)cc1	-14	2	nt	-2	-3	-43	0
COCCNC(=O)C[C@@H]1C[C@@H]2c3cc(NC(=O)c4ccc5c(c4)OCO5)ccc3O[C@@H]2[C@H](CO)O1	-10	13	-2	0	11	-1	-13
Cc1cccc(S(=O)(=O)N2C[C@H](O)COC[C@@H]3O[C@@H](CC(=O)NCc4ccc5c(c4)OCO5)CC[C@H]32)c1	-2	10	-2	-15	-8	-2	0
COC(=O)C1=C(C)N(c2ccc(F)cc2)/C(=C/c2ccc(O)cc2)C1=O	-10	31	-5	1	4	10	37
CCCNC(=O)N1CC2(C1)CN(C(=O)CC)[C@H](CO)c1c2c2ccc(OC)cc2n1C	nt	nt	-3	-3	-4	0	-10
C[C@@H]1CN([C@@H](C)CO)C(=O)c2cc(C#CCN(C)C)cnc2O[C@@H]1CN(C)C(=O)Cc1cccnc1	nt	-4	2	-13	6	-3	7
Cc1ccc(/C=N/n2nnnc2N)cc1	-49	-1	nt	1	6	-34	-2
O=C(C[n+]1ccc(C(=O)NCc2ccccc2)cc1)c1ccc2c(c1)OCCO2	12	6	nt	-3	-4	2	3
O=C(CCc1ccccc1)NNC(=O)c1ccc(F)cc1	9	-7	2	2	-5	2	6
CCCC[C@@H]1C=C(C(=O)O)[C@H](c2ccc(C#N)cc2)N1S(=O)(=O)c1ccc(C)cc1	3	-25	3	nt	?	1	2
O=C(CCN1C(=O)S/C(=C\C=C\c2ccccc2)C1=O)Nc1ccc(O)cc1	-167	2	-2	1	-9	nt	-85
C[C@@H]1CN([C@H](C)CO)C(=O)c2cc(NS(C)(=O)=O)ccc2O[C@@H](C)CCCCO[C@H]1CN(C)Cc1ccc2c(c1)OCO2	2	19	0	0	1	-7	-1
CC(C)C(C)N(Cc1ccc(C(=O)O)cc1)C(=O)c1ccc2ccccc2n1 (configuration not stated)	9	-32	-2	-2	-2	10	-3
CCCC(=O)NC(=S)Nc1cccc(-c2nc3ncccc3o2)c1	0	-1	-2	0	-2	-14	-10
OC[C@H]1[C@H](c2ccccc2)C2(CN(Cc3cccnc3)C2)N1Cc1ccncc1	nt	nt	-1	0	2	3	3
Cc1nc(Cl)sc1C(=O)NC(C)c1ccc(Cl)cc1 (configuration not stated)	4	-4	0	1	?	10	-2
NNS(=O)(=O)c1ccc2c(c1)Cc1cc(S(=O)(=O)NN)ccc1-2	-11	6	9	48*	6	8	16
CC/C(=N\N=C(/CC)c1ccccc1N)c1ccccc1N	4	-1	-3	-1	-6	-24	2
Cc1nn(CCOc2cccc(Br)c2)c(C)c1[N+](=O)[O-]	3	-6	-1	-2	-4	-7	10
O=C(NCC[C@H]1CC[C@H](NS(=O)(=O)c2cccc(Cl)c2)[C@@H](CO)O1)c1cnccn1	-24	-5	12	-2	4	4	1
Cc1ccc(OCC(=O)Nc2ccc3c(c2)C(=O)N(CCC(=O)O)C3=O)cc1	nt	-1	2	1	-4	nt	-2
SMILES	PAX8 reporter	ARNT-TACC3 inh	SIRT5 block	CASP6 VEID inh	DENV2 CPE rescue	EWS-Fli inh	LGR2 antag
C[C@H]1CN([C@@H](C)CO)C(=O)c2cc(NC(=O)Nc3ccc(F)cc3)ccc2O[C@@H]1CN(C)CC1CCCCC1	5	-5	4	-1	-9	3	0
CCN(CC)c1ccc(NC(=O)COc2ccccc2C#N)cc1S(=O)(=O)Nc1ccccc1OC	33	-4	1	-2	8	-7	1
Cc1ccc(COC[C@H](CC(C)C)N2CCN(C(=O)c3cccc(C(F)(F)F)c3)CCC2=O)cc1	5	nt	nt	1	-1	15	5
C/C=C/c1ccc2c(c1)O[C@@H](CN(C)C(=O)COC)[C@@H](C)CN([C@H](C)CO)S2(=O)=O	nt	-1	0	-4	5	-16	1
CCc1cc2c(SCC(=O)O)ncnc2s1	nt	-1	2	1	1	-10	-1
CC(C)C#Cc1ccc([C@@H]2[C@@H](CO)N3CCCCN(C(=O)c4ccc5c(c4)OCO5)C[C@@H]23)cc1	19	-1	2	0	1	-15	20
COc1cc(C(=O)NCCC(=O)NCCN2CCOCC2)cc(OC)c1OC	nt	-4	-1	-1	-1	12	nt
Cc1ccc(S(=O)(=O)Nc2ccc3c(c2)CC(=O)N([C@@H](C)CO)C[C@H](C)[C@H](CN(C)S(C)(=O)=O)O3)cc1	7	-10	nt	-3	3	-9	-22
COc1ccc(N2CCN(C(=O)c3cccnc3SCc3cccc(Br)c3)CC2)cc1	9	24	7	-2	-5	7	6
Cc1cc(-c2ccccc2)n(-c2cc(N/N=C/c3ccccc3O)ncn2)n1	71*	-2	nt	3	5	nt	13
CC1(C(=O)NS(=O)(=O)c2ccccc2Cl)CCN1C(=O)C1(c2ccccc2)CC1 (configuration not stated)	-13	nt	-3	2	?	3	-8
CCSc1nnc(NC(=O)CSc2nnc(CNC(=O)c3ccc(OC)cc3)o2)s1	13	32	nt	nt	nt	nt	9
CCCCN(C)C(=O)c1ccc(Nc2nc(C(N)CCc3ccccc3)cs2)nc1 (configuration not stated)	-6	nt	1	-2	-5	-1	25
CCN1CCN(C(=S)NC(=O)/C=C/c2cccs2)CC1	1	-4	1	0	-1	-8	4
CNC[C@@H]1Oc2ccc(NS(=O)(=O)c3ccc(F)cc3)cc2CC(=O)N([C@@H](C)CO)C[C@H]1C	-18	3	1	1	?	0	2
COC(=O)C1=C(C)N(C(C)C)C(=O)C1(NC(=O)C1CCCCC1)C(F)(F)F (configuration not stated)	nt	-19	1	-1	3	-1	-1
Cc1cc(C)cc(C(=O)NCC(=O)OCC(=O)N2CCN(S(=O)(=O)c3ccc4ccccc4c3)CC2)c1	-9	-3	-6	1	nt	10	4
CCCCOC(=O)c1ccc(NC(=O)COC(=O)C2CC2C)cc1 (configuration not stated)	-55	nt	-2	-2	4	-2	-15
O=C(O)[C@H](Cc1ccccc1)NC(=O)N1CCCCCC1	-14	-2	-3	0	-2	12	7
O=C(NCC1(O)CCCCC1)C1CCC(=O)N(CCc2ccccc2)C1 (configuration not stated)	-14	-4	-1	0	1	-8	14
Cc1ccc(S(=O)(=O)Nc2cccc3c2O[C@@H](CN(C)Cc2ccccc2)[C@H](C)CN([C@H](C)CO)C3=O)cc1	-17	-2	-3	2	-7	1	5
COc1ccc(/C=C/C(=O)CCC(=O)O)cc1	-64	-2	1	8	4	-15	-10
CC(=O)c1ccc(NC(=O)CN2CCN(S(=O)(=O)c3ccc4c(c3)OCCO4)CC2)cc1	-15	nt	nt	-1	-5	-10	-1
C/C(=N\NC(=O)C1(C)CC1(Br)Br)c1ccc([N+](=O)[O-])cc1 (configuration not stated)	15	-3	0	-3	3	18	14
C[C@@H]1CCCCO[C@@H](CN(C)Cc2ccc(C(F)(F)F)cc2)[C@@H](C)CN([C@H](C)CO)C(=O)c2cc(NS(C)(=O)=O)ccc2O1	-10	-5	nt	nt	?	1	-10
CO[C@@H]1CN(C)C(=O)c2ccc(NS(C)(=O)=O)cc2OC[C@H](C)N(Cc2ccccc2)C[C@H]1C	10	nt	-2	nt	-2	1	12
CO[C@@H]1CN(C)C(=O)c2ccc(NS(=O)(=O)c3cccc(Cl)c3)cc2OC[C@H](C)NC[C@@H]1C	-10	-3	-4	0	1	2	-15

Single records (already shown). Order of screens: PAX8 reporter | ARNT-TACC3 inh | SIRT5 block | CASP6 VEID inh | DENV2 CPE rescue | EWS-Fli inh | LGR2 antag
Cc1cc(C)cc(C(=O)NCC(=O)OCC(=O)N2CCN(S(=O)(=O)c3ccc4ccccc4c3)CC2)c1 across the screens: -9 | -3 | -6 | 1 | nt | 10 | 4
CC1(C(=O)NS(=O)(=O)c2ccccc2Cl)CCN1C(=O)C1(c2ccccc2)CC1 (configuration not stated) across the screens: -13 | nt | -3 | 2 | ? | 3 | -8
CCCCN(C)C(=O)c1ccc(Nc2nc(C(N)CCc3ccccc3)cs2)nc1 (configuration not stated) across the screens: -6 | nt | 1 | -2 | -5 | -1 | 25
